Vif-A3F inh: inhibitors of Vif-A3F interaction; 390,000 compounds, 0.2% hits; AID 602313; HeLa A3F-eYFP + Vif (tagged APOBEC3F with the HIV-1 protein that degrades it), YFP fluorescence increase; Potency, µM (highest dose often 46.1 µM), inactives show at the highest dose activity, negative = active; also: potency is read from the fitted curve at half-maximal effect; % of control where 0% means no effect; nearly all actives have a fitted effect of over 65% in size
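HeLa cells stably expressing A3F-eYFP plus Vif, plated and incubated overnight at 37 deg C, then exposed to compounds overnight at 37 deg C. Blocked degradation read as raised yellow fluorescence (Ex 488/Em 500-530).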
RXFP1 agonist: activates the human relaxin receptor RXFP1; HEK293T-RXFP1 cAMP TR-FRET, 30 min; response scale: percent of porcine relaxin response, buffer zero; AID 2676; Potency, µM (series often up to 57.5 µM), inactives show top-dose activation, actives largely listed as activators; 370,000 compounds, 0.3% hits; Q9HBX9; also: potency is read from the fitted curve at half-maximal effect; % is scaled to controls: 0 for no effect and ±100 for the full control effect; nearly all actives have a fitted effect of over 60% in size; many of its hits are not listed in these tables
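HEK293 cells stably expressing RXFP1, treated 30 min at 37C with compounds plus PDE4 inhibitor Ro 20174; cAMP measured by HTRF TR-FRET. Normalized to buffer and 29 nM porcine relaxin; EC50 by Hill fit.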
RXFP1 antag: blocks the human relaxin receptor RXFP1 | HEK293-RXFP1, relaxin-stimulated cAMP HTRF, 30 min; stronger effect = lower value | activity change, negative = inhibition, % at 57.5 µM | 350,000 compounds, 0.59% hits | AID 1259400;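 active = activity change of -60% or lower, but not beyond a set lower limit; inconclusive = change between -60% and -40%, or beyond the set limit; inactive = change above -40%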; also: % is scaled to controls: 0 for no effect and ±100 for the full control effect
GRP78 ERSR act: ER stress response induction in glioma | U87-MG GRP78 promoter luciferase reporter, 16 h | 420,000 compounds, 0.02% hits | Potency, µM, for inactives: top-dose activation, most hits filed as activators; also: potency is read from the fitted curve at half-maximal effect; series mostly up to about 76 µM; % of control where 0% means no effect; nearly all actives have a fitted effect of over 35% in size
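ERSR induction read as luciferase luminescence (Bright-Glo, 10 min at room temperature) in stably transfected human U87-MG glioma cells exposed to compounds for 16 h, using GRP78 as sensor.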
D1 agonist: human D1 receptor agonism; P21728; HEK293 T-REx D1 cells, calcium flux, agonist mode; activation, % at 2 µM; 360,000 compounds, 1% hits; AID 504660; in the data active = activation above about 30%; also: 0% is about no effect
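Agonism was scored from calcium flux recorded over 180 s (1 read/s) after pintool compound addition, following a 10-cycle baseline. Cells were inducible force-coupled HEK293 TREx D1, plated overnight at 30 C and loaded with no-wash calcium dye.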
D1 potentiator: potentiators of human D1 dopamine receptor. 360,000 compounds, 0.036% hits. P21728. potentiation, % at 10 µM. HEK293 TREx D1 cells, calcium flux, dopamine EC20 potentiation; in the data active = potentiation above about 30%; also: 0% is about no effect
D1 antag: human D1 dopamine receptor antagonism; 360,000 compounds, 3.2% hits; AID 504652; HEK293 TREx D1 cells, calcium flux, dopamine EC80; stronger effect = lower value; activity change, negative = inhibition, % at 10 µM; in the data active = activity change below about -30%; also: % is scaled to controls: 0 for no effect and ±100 for the full control effect
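Antagonism measured as reduced calcium response to an EC80 dopamine addition following 180 s compound pre-read; cells were inducible HEK293 Trex D1 plated overnight at 30 C, read kinetically at 1 cycle/sec.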
Vif-APOBEC3G blk: Vif-A3G binding inhibition. HeLa A3G-eYFP + Vif (tagged APOBEC3G with the HIV-1 protein that degrades it), YFP fluorescence, overnight. Potency, µM (titrated, usually from 46.1 µM), for the others: top-dose activity, negative = active, most hits filed as inhibitors. 410,000 compounds, 0.076% hits;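 also: potency is read from the fitted curve at half-maximal effect; % is scaled to controls: 0 for no effect and ±100 for the full control effect; nearly all actives have a fitted effect of over 60% in size; hits raise eYFP signal because A3G escapes Vif-driven loss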
Target sequence (Q9HC16 whole entry, looked up): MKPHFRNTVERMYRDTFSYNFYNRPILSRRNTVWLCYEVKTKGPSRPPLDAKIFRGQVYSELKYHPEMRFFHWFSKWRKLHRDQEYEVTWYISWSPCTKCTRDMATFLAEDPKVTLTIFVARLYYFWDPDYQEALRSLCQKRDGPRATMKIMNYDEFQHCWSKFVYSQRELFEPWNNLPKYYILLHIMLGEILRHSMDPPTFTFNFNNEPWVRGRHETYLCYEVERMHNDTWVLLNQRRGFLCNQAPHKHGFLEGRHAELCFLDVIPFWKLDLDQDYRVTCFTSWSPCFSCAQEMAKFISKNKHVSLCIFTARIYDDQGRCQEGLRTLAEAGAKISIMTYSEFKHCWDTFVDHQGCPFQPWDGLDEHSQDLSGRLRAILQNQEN
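HeLa cells stably expressing Vif and C-terminally eYFP-tagged A3G, seeded overnight at 37 deg C, then exposed to compound by pintool overnight at 37 deg C. Rise in yellow fluorescence (Ex 488/Em 500-530, Acumen) marks blocked Vif-driven A3G degradation.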
D2 potentiator: positive allosteric modulators of human D2 dopamine receptor; P14416; HEK293 T-REx D2, calcium flux, EC20 dopamine potentiation; potentiation, % at 10 µM; 340,000 compounds, 0.34% hits;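 active = potentiation over 3 SD above the plate norm, cut at about 30% in these data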; also: 0% is about no effect
Target sequence (P14416 whole entry, looked up): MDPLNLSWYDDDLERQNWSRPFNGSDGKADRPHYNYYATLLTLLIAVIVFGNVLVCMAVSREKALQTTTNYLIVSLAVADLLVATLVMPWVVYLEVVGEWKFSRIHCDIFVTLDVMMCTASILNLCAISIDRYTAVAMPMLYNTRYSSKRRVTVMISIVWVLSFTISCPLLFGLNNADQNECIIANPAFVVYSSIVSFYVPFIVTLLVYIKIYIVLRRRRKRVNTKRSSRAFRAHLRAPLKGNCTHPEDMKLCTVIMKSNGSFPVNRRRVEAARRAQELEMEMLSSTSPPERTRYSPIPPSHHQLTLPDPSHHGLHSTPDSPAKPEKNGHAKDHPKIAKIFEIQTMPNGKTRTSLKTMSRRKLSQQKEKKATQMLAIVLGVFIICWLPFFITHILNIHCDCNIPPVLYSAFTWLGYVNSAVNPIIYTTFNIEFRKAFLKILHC
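Using a no-wash calcium dye in inducible, force-coupled HEK293 Trex cells expressing D2, we tracked fluorescence each second for 180 s after compound, then for 180 s after EC20 dopamine to detect augmented signalling.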
An asterisk follows results filed as active; ? = inconclusive; . = no result given. Unless noted, calls follow the shape of the dose curve; as a rule, active = well fitted curve in the direction sought with a large enough effect; inconclusive = small, poorly fitted or top-dose-only effect, or another doubt; inactive = no such curve, though single readings can be large; an effect the other way counts as inactive or inconclusive. A portion of the library; the hit share may differ from the screen's.

SMILES	Vif-A3F inh	RXFP1 agonist	RXFP1 antag	GRP78 ERSR act	D1 agonist	D1 potentiator	D1 antag	Vif-APOBEC3G blk	D2 potentiator
ClC1(Cl)CC1CSc1nnc(-c2ccncc2)o1 (stereo not drawn)	-1%	1.5%	-4	4%	7	0	-4	2%	-14
ON=C1c2ccccc2-c2ccc(Br)cc21	0%	.	2	2%	.	.	.	1%	.
CNC(=S)N/N=C/c1cn(Cc2ccc(F)cc2)c2ccccc12	-11%	0.5%	-17	-2%	6	-8	-11	-22%	-8
CC(C)(C)NC(=O)COC(=O)c1cc(S(=O)(=O)N2CCCCC2)ccc1N1CCOCC1	0%	0.0%	4	-3%	1	4	0	-8%	2
Cc1ccc(Cl)cc1NC(=O)CCC(=O)O	-1%	1.9%	7	-2%	3	4	-6	1%	1
Cc1oc2c(O)c(O)ccc2c(=O)c1-c1ccc(Cl)cc1	4%	-0.7%	11	2%	5	-4	-3	2%	9
CCC(Sc1nnc(-c2ccc(OC)cc2)c(-c2ccc(OC)cc2)n1)C(=O)NC1CCCCC1 (stereo not drawn)	0%	0.6%	-3	0%	1	0	11	5%	2
O=C(N1CCOCC1)N1c2ccccc2CC(N2CCOCC2)c2ccccc21 (stereo not drawn)	8%	0.9%	0	-5%	7	-9	1	-5%	15
COc1cc(Cl)c(C)cc1NC(=O)COC(=O)c1ccc(CN2CCCC2=O)cc1	3%	0.0%	-6	5%	5	-4	-13	0%	-5
Cc1cc(C(=O)NCc2ccc(Cl)cc2)c2c(C)nn(-c3ccccc3)c2n1	-1%	19%	-15	-2%	4	0	3	-1%	0
Cc1cc(=O)n(C)c(=O)n1CCCCCN1CCCC1	2%	0.3%	-4	0%	0	1	1	0%	.
CCOC(=O)c1cc(C)n(CC2CCC(C(=O)Nc3ccc(Cl)cc3)CC2)c1C (stereo not drawn)	2%	1.7%	-4	3%	8	-3	-34*	7%	-5
Cc1c(C)c2cc(Cl)c(O)c(CN3CCCCC3)c2oc1=O	-2%	3.6%	-4	2%	0	8	6	-6%	-13
CC1(C)Cc2nc3oc4c(NCc5ccccc5)ncnc4c3cc2CO1	.	4.0%	-8	1%	1	3	0	2%	-9
NNC(=O)CSc1ncc(-c2ccccc2)[nH]1	1%	-2.2%	-3	1%	2	-1	2	1%	-2
Cc1ccc(NC(=O)NCc2ccccn2)cc1Cl	3%	0.7%	-8	1%	3	21	10	-6%	-2
CCc1cccc2c(C(=S)N3CCOCC3)c[nH]c12	0%	3.0%	-3	2%	1	6	3	0%	-3
COc1ccc(NC(=O)C2=CC(c3ccc(OC)c(OC)c3)=NS(=O)(=O)N2C)cc1	11%	2.7%	-12	-6%	4	-3	-45*	-7%	11
Cc1ccc(N(Cc2cc3ccc(C)cc3[nH]c2=O)C(=O)c2ccco2)cc1	-14%	0.2%	4	-5%	0	0	-3	2%	-4
Cc1ccsc1C(=O)c1sccc1C	4%	5.1%	-5	-3%	1	-7	-20	1%	12
S=C(NCc1cccs1)Nc1cccc(Cl)c1	-9%	0.8%	0	0%	9	-13	-23	5%	0
CCC(=O)NCCc1nc2ccccc2n1CC	6%	0.8%	-9	-1%	-2	6	-7	4%	-9
O=C(Cn1cnc2ccccc21)c1ccc(Br)cc1	-11%	-0.2%	9	-1%	2	0	-2	-4%	2
Cc1nc(NCc2ccccn2)c2c3c(sc2n1)CCCC3	7%	-2.3%	-14	0%	0	-2	10	-1%	8
CSc1nc2[nH]ncc2c(=O)n1-c1ccccc1	-15%	0.3%	3	-3%	4	-1	12	-9%	16

Whole records from above.
CC(C)(C)NC(=O)COC(=O)c1cc(S(=O)(=O)N2CCCCC2)ccc1N1CCOCC1 is listed as Vif-A3F inh = 0%; RXFP1 agonist = 0.0%; RXFP1 antag = 4; GRP78 ERSR act = -3%; D1 agonist = 1; D1 potentiator = 4; D1 antag = 0; Vif-APOBEC3G blk = -8%; D2 potentiator = 2
Cc1ccc(N(Cc2cc3ccc(C)cc3[nH]c2=O)C(=O)c2ccco2)cc1 is listed as Vif-A3F inh = -14%; RXFP1 agonist = 0.2%; RXFP1 antag = 4; GRP78 ERSR act = -5%; D1 agonist = 0; D1 potentiator = 0; D1 antag = -3; Vif-APOBEC3G blk = 2%; D2 potentiator = -4
Cc1cc(=O)n(C)c(=O)n1CCCCCN1CCCC1 is listed as Vif-A3F inh = 2%; RXFP1 agonist = 0.3%; RXFP1 antag = -4; GRP78 ERSR act = 0%; D1 agonist = 0; D1 potentiator = 1; D1 antag = 1; Vif-APOBEC3G blk = 0%; D2 potentiator = .

Going on with the list:
SMILES	Vif-A3F inh	RXFP1 agonist	RXFP1 antag	GRP78 ERSR act	D1 agonist	D1 potentiator	D1 antag	Vif-APOBEC3G blk	D2 potentiator
O=C1CC(N2CCOCC2)C(=O)N1CCc1ccccc1 (stereo not drawn)	0%	3.5%	-15	0%	1	-1	14	1%	5
Cc1ccccc1C(=O)N/N=C/c1ccc([N+](=O)[O-])s1	-2%	0.4%	-9	-12%	28	0	-1	-12%	-1
COCCNC(=O)C(c1cccnc1)N(Cc1ccccc1)C(=O)Cn1nnc2ccccc21 (stereo not drawn)	-2%	2.1%	2	-1%	-2	2	-8	1%	.
COCc1ccc(C(=O)N2CCC(CCC(=O)Nc3cccc(C)c3)CC2)s1	-3%	0.3%	-1	-11%	2	0	-11	-2%	-7
COc1cccc(-c2noc(-c3ccc(Br)o3)n2)c1	13%	2.9%	-23	-5%	7	2	1	-3%	1
CCOC(=O)c1[nH]c(C)c(C(=O)Nc2ccc3c(c2)OCCO3)c1C	-4%	-1.1%	0	7%	0	-5	25	0%	8
Nc1cnnc(N/N=C\c2ccccc2)c1Cl	-5%	.	10	-4%	.	.	.	-8%	.
CCN(C(=O)COC(=O)CCC1CCCC1)c1c(N)n(Cc2ccccc2)c(=O)[nH]c1=O	-2%	0.5%	-6	-5%	1	-6	17	-5%	.
O=[N+]([O-])c1cccc(/C=N/NC2CCS(=O)(=O)C2)c1 (stereo not drawn)	-28%	5.4%	-17	-1%	1	-3	2	-1%	9
CCOC(=O)CSc1nnc(NC(=O)c2cccc(S(=O)(=O)N3CCCCCC3)c2)s1	-14%	7.3%	1	1%	1	2	22	0%	5
O=C(Nc1cccnc1)c1cc2c(ccc3ccccc32)o1	-1%	0.9%	-3	1%	0	-1	-14	-7%	9
COc1cccc(/C=N\NC(=O)C2C(=O)NCC2c2ccccc2)c1O (stereo not drawn)	6%	2.9%	0	-4%	1	-4	29	-7%	-8
CCOC(=O)c1cnc(-n2nc(C)cc2C)nc1NCc1ccccc1	-4%	0.5%	-25	0%	24	-5	8	-1%	2
COc1ccc(C(=O)NC(=S)NNC(=O)c2ccco2)cc1	-1%	0.2%	-13	4%	2	-1	-5	1%	23
CC1CCCN(C(C(=O)Nc2ccc(C(C)C)cc2)c2ccc3c(c2)OCO3)C1 (stereo not drawn)	-2%	0.4%	.	1%	5	.	27	3%	-20
N#Cc1cc2ccccc2nc1SCC(=O)Nc1ccccc1N1CCOCC1	25µM*	0.3%	1	-4%	62*	-3	-10	?	-3
C/C(CC(=O)Nc1ccc(Cl)c(C(F)(F)F)c1)=N\NC(N)=S	-23%	-1.7%	-17	-4%	4	13	0	-2%	4
C/C(=N\NC(=O)OC(C)(C)C)c1ccc[nH]1	-2%	0.7%	-2	-7%	1	-9	-1	0%	9
Cc1nn(C)cc1S(=O)(=O)Nc1ccc2c(c1)OCCO2	13%	3.0%	5	-4%	4	-6	-1	2%	-2
COc1cccc2sc(N(Cc3cccnc3)C(=O)c3ccc(S(=O)(=O)N(C)C)cc3)nc12	-1%	0.2%	-1	-1%	6	-2	.	-4%	-5
CC1CCN(S(=O)(=O)c2ccc3nc(Nc4cccc(C(F)(F)F)c4)ccc3c2)CC1	?	1.6%	-8	7%	2	-6	-27	-5%	12
COc1ccccc1NC(=O)c1ccc(NC(=O)CN(C)Cc2ccccc2F)cc1	18%	2.9%	-18	-3%	3	-1	-7	-9%	17
CNC(=S)N1N=C(c2ccc(C)cc2)CC1c1ccc(Br)cc1 (stereo not drawn)	3%	2.1%	5	2%	6	-1	2	0%	15
CC1CCN(CC(=O)NCCc2ccc(F)cc2)CC1	3%	2.8%	-11	-3%	0	-4	-29	1%	-10
NC(=NCCc1ccccc1)NS(=O)(=O)c1ccccc1F	-1%	-2.1%	-6	-5%	0	-2	-5	-3%	2
Cc1ccc(S(=O)(=O)CCC(=O)N(CCN2CCOCC2)c2nc3ccccc3s2)cc1	6%	-0.9%	-5	-5%	0	-4	8	-5%	5
C=CCN(CC=C)CCOc1cccc2ccccc12	-25%	1.9%	-14	-4%	2	-8	16	-3%	-19
O=C(Nc1cc(Oc2ccccc2)cc([N+](=O)[O-])c1)C12CC3CC(C1)CC(n1cnc(Cl)n1)(C3)C2	-2%	2.0%	-2	-3%	6	1	-2	-5%	-6
Cc1cccc(NC(=S)NC2CC3CCCC(C2)N3Cc2ccccc2)c1C (stereo not drawn)	7%	0.4%	3	-4%	1	-7	-16	0%	-28

A different layout for some results above:
| canonical_smiles | Vif-A3F inh | RXFP1 agonist | RXFP1 antag | GRP78 ERSR act | D1 agonist | D1 potentiator | D1 antag | Vif-APOBEC3G blk | D2 potentiator |
| --- | --- | --- | --- | --- | --- | --- | --- | --- | --- |
| Cc1ccc(S(=O)(=O)CCC(=O)N(CCN2CCOCC2)c2nc3ccccc3s2)cc1 | 6% | -0.9% | -5 | -5% | 0 | -4 | 8 | -5% | 5 |
| NC(=NCCc1ccccc1)NS(=O)(=O)c1ccccc1F | -1% | -2.1% | -6 | -5% | 0 | -2 | -5 | -3% | 2 |

Screening results deposited in PubChem by National Center for Advancing Translational Sciences (NCATS).
